Screening data deposited in PubChem by National Center for Advancing Translational Sciences (NCATS).
ATXN2 expr inh: ATXN2 expression inhibition | hit rate 0.72% among 360,000 | AID 1745845 | HEK-293 ATXN2-luciferase reporter, luminescence, 24 h | Potency, µM (doses to about 57 µM), inactives show at the highest dose activity change, negative = inhibition, hits mostly inhibitors; note: potency is the fitted concentration of half-maximal effect; % is set by controls: 0 for no effect and ±100 for the full control effect; nearly all actives have a fitted effect of over 55% in size
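ATXN2-luciferase reporter cells (luciferase flanked by upstream and downstream ATXN2 gene portions) were treated 24 h at 37 °C with compounds at up to 57 uM. SteadyGlo luminescence gave expression; GF-AFC fluorescence gave viability.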
HT1080 IDH1KD tx: HT-1080 IDH1 knockdown cell toxicity (counter line); HT-1080 IDH1 knockdown viability, ATP luminescence, 48 h; Potency, µM (top dose mostly 46.1 µM), for the others: top-dose activity, negative = toxicity, hits mostly cytotoxic; hit rate 2% among 360,000;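 note: potency is the fitted concentration of half-maximal effect; 0% = DMSO wells and -100% = cell-free medium wells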
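CellTiter-Glo luminescence after 48 h compound exposure at 37 degrees C of IDH1-knockdown HT-1080 cells in 5% FBS RPMI. %Activity scaled between DMSO wells and cell-free media wells, with curves fitted and assigned curve classes.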
IL1B secr inh: inhibitors of inflammasome signaling (IL-1 beta secretion). THP-1 LPS/ATP IL-1B secretion, AlphaLISA, 16 h; hits give low values. activity change, % at 57.5 µM. hit rate 4.7% among 360,000; in the data active = activity change below about -50%; inconclusive = mostly about -30% to -49%; note: % is set by controls: 0 for no effect and ±100 for the full control effect
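Secreted IL-1B measured by AlphaLISA bead assay after 16 h compound exposure of THP-1 cells; compounds (final up to 57.5 uM) added 1 h before LPS (250 ng/mL) and ATP (1.25 mM) stimulation; lower signal means less secretion.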
KB-3-1 tox: KB-3-1 parental cell cytotoxicity; KB-3-1 viability, CellTiter-Glo ATP luminescence, 72 h; Potency, µM (doses to about 46.1 µM), for the others: at the highest dose activity change, negative = cytotoxic, actives largely listed as cytotoxic; hit rate 1.4% among 400,000; note: potency is the fitted concentration of half-maximal effect; % is set by controls: 0 for no effect and ±100 for the full control effect; nearly all actives have a fitted effect of over 60% in size
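Parental KB-3-1 viability, qHTS format: 72 h compound exposure, 37 °C; CellTiter-Glo; media-only wells and DMSO plates as controls; concentration-effect fits on corrected data.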
KB-V1 cytotox: KB-V1 MDR subline cytotoxicity; KB-V1 MDR cells viability, CellTiter-Glo, 72 h; Potency, µM (titrated, usually from 46.1 µM), for the others: top-dose activity change, negative = cytotoxicity, hits mostly cytotoxic; hit rate 3.4% among 400,000; AID 1347076; note: potency is the fitted concentration of half-maximal effect; % is set by controls: 0 for no effect and ±100 for the full control effect; nearly all actives have a fitted effect of over 60% in size
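Potencies derive from concentration-effect curves fitted to normalized luminescence (CellTiter-Glo) of KB-V1 cells treated for 72 h at 37 degrees C in phenol-red-free DMEM containing 10% FBS.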
HT1080-NT tox: kills 2HG-producing HT-1080-NT fibrosarcoma cells | hit rate 1.6% among 360,000 | Potency, µM (series often up to 46.1 µM), inactives show at the highest dose activity, negative = less viability, most hits filed as cytotoxic | HT-1080-NT fibrosarcoma viability, CellTiter-Glo ATP luminescence, 48 h;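 note: NT is the 2HG producing partner of a matched IDH1 knockdown line; potency is the fitted concentration of half-maximal effect; 0% = DMSO-treated cells and -100% = media-only wells without cells; nearly all actives have a fitted effect of over 55% in size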
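Viability by CellTiter-Glo luminescence after 48 h compound exposure at 37C of HT-1080-NT cells (750/well, RPMI, 5% FBS). % activity scaled between DMSO wells and medium-only wells, then curve-fitted and categorized by curve class.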
ATXN viability: viability counter-screen for ATXN expression inhibitors; AID 651635; Potency, µM (titrated, usually from 56.7 µM), usual class: cytotoxic; S2 cells (HEK-293 line with an ATXN2-luciferase reporter) viability, CellTiter-Fluor protease fluorescence, 24 h; hit rate 0.49% among 400,000; note: potency is the fitted concentration of half-maximal effect; nearly all actives have a fitted effect of over 40% in size
MCF10A rereplic: induces DNA re-replication in MCF 10a normal breast cells. MCF 10A DNA re-replication, Hoechst nuclear intensity, 48 h. Potency, µM (titrated, usually from 46.1 µM), inactives show at the top dose activity, positive = re-replication, usual class: activators. hit rate 2.9% among 350,000. AID 624296; note: potency is the fitted concentration of half-maximal effect; % of control where 0% means no effect; nearly all actives have a fitted effect of over 50% in size
SW480 rereplic: DNA re-replication induction in SW480 cells; SW480 DNA re-replication, Hoechst DNA content imaging, 48 h; Potency, µM (highest dose often 46.1 µM), for inactives: top-dose re-replication activation, most hits filed as activators; hit rate 1.8% among 340,000; AID 624297; note: potency is the fitted concentration of half-maximal effect; % of control where 0% means no effect; nearly all actives have a fitted effect of over 55% in size
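Cells (250 per well) received 23 nL compound or DMSO by pin tool and were kept 48 hr at 37 C, 5% CO2. Nuclei were then stained with Hoechst for 40 min and scanned for DNA content.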
Numbers without * were called inactive; i = inactive; ? = inconclusive; . = not tested or not shown; [ ] = remark or other dose. Unless noted, calls come from the whole dose curve; as a rule, active = well fitted curve in the direction sought with a large enough effect; inconclusive = small, poorly fitted or top-dose-only effect, or another doubt; inactive = no such curve, though single readings can be large; an effect the other way counts as inactive or inconclusive. The order is random; any-hit rate near 11%.

#	compound	ATXN2 expr inh	HT1080 IDH1KD tx	IL1B secr inh	KB-3-1 tox	KB-V1 cytotox	HT1080-NT tox	ATXN viability	MCF10A rereplic	SW480 rereplic
1	COC(=O)N1C(=O)[C@](Cc2ccccc2)(c2ccccc2)N1C(=O)OC	-26%	-2%	-103*	-2%	?	0%	?	?	?
2	O=C(OCc1nc2ccccc2s1)c1cccc(N2C(=O)CCC2=O)c1	-26%	20%	20	0%	3%	10%	i	0%	-5%
3	Cc1cnc(C(=O)NCC(c2ccccc2)c2ccccc2)cn1	-13%	11%	78	-6%	-30%	0%	i	-1%	-6%
4	CC(C)OC(=O)C1C2C=CC3(CN(C(C)c4ccc(Br)cc4)C(=O)C13)O2 (configuration not stated)	2%	-3%	10	0%	-9%	-8%	i	-3%	-1%
5	COc1cccc(CNC(=O)c2ccccc2-c2ccccc2)c1	1%	5%	17	18%	-5%	18%	i	0%	?
6	Cc1ccc(CSc2nnc(SCC(=O)N/N=C/c3ccccc3OCC(=O)O)s2)cc1	.	1%	-1	13%	-3%	0%	?	15%	-34%[inhibitor]
7	CC1=C(C(=O)Nc2cccnc2)C(c2cccc(F)c2)n2nc(SCc3ccccc3)nc2N1 (configuration not stated)	1%	.	.	11%	15%	.	?	.	.
8	Cc1cc(C)c(NC(=O)CNC(=O)c2ccc(-n3cncn3)c([N+](=O)[O-])c2)c(C)c1	-6%	-9%	-11	-1%	9%	-13%	i	3%	-94%[inhibitor]
9	COc1ccc(C(=O)NC(=S)NNC(=O)CCc2ccccc2)cc1	-37%	?	35	?	6.5µM*	?	i	-4%	?
10	COc1ccc([C@H]2CN(CCc3ccccc3)C(=O)[C@@H]2CC(=O)Nc2ccccc2)cc1	38%[activator]	-4%	-25	13%	0%	-8%	i	.	.
11	O=[N+]([O-])c1cccc(SSc2cccc([N+](=O)[O-])c2)c1	-12%	18µM*	?	-7%	16%	18µM*	?	?	18µM*
12	COc1ccc(NC(=O)C(=O)N2N=C3CCCCC3C2(O)C(F)(F)F)cc1 (configuration not stated)	.	6%	-8	0%	?	1%	?	12%	-2%
13	COc1ccc(-c2nc3ccc(Cl)cn3c2Cc2cccc(F)c2)cc1OC	-22%	?	0	0%	8%	?	.	.	.
14	COc1ccc(NS(=O)(=O)c2cc(NC(=O)c3cnc(C)cn3)ccc2N2CCCC2)cc1	-5%	0%	-1	-17%	4.6µM*	-19%	?	17%	79%
15	CN(CC(=O)Nc1ccc(F)cc1)C(=O)c1ccc(N2C(=O)CCC2=O)cc1	2%	9%	12	0%	?	3%	?	1%	12%
16	Cc1nc(-c2ccc(C)c(S(=O)(=O)N3CCC(C(=O)NCc4ccc(Cl)cc4)CC3)c2)no1	-3%	.	.	0%	-7%	.	i	.	.
17	COc1ccc(CC2=CC(=O)c3ccccc3C2=O)cc1	.	?	-98*	-14%	-10%	?	?	?	0%
18	CC(Oc1ccccc1F)C(=O)NNC(=O)c1cc2ccccc2o1 (configuration not stated)	-6%	-2%	37	3%	-3%	18%	i	-1%	-4%
19	Cc1c(C(=O)NN2CCOCC2)oc2ccccc12	35%	16%	-13	5%	28%	17%	i	?	-23%[1.84 µM]
20	Cc1c(-c2ccccc2)c(=O)oc2cc(O)ccc12	6%	4%	54	21%	16%	2%	.	?	-34%[inhibitor]
21	COc1cc(SC)ccc1C(=O)NNC(=O)C1COc2ccccc2O1 (configuration not stated)	-18%	-6%	-25	7%	-24%	1%	i	4%	11%
22	Cc1ccsc1/C=C(\C#N)C(=O)NCCCN1CCOCC1	.	1%	-18	17%	-20%	8%	i	2%	-4%
23	Cc1ccc(N(C(=O)c2sc(C)nc2C)C(C(=O)NCc2ccco2)c2ccccc2)cc1 (configuration not stated)	1%	0%	-54*	2%	-20%	0%	i	5%	-17%
24	Cc1nc(-c2ccc(NS(=O)(=O)c3ccccc3)cc2)cs1	.	0%	?	-7%	-10%	-6%	i	?	-5%
25	CSC1=N/C(=C/c2ccc(-n3cncn3)cc2)C(=O)N1	?	21%	-9	7%	6%	13%	?	-1%	-10%
26	Cc1cc(N2CCCCC2)nc2ccc(NC(=O)CCC(=O)N3CCN(c4ccccc4)CC3)cc12	?	.	.	-2%	-24%	.	?	.	.
27	Cc1c(Br)cc(-c2nnco2)cc1Br	-4%	-2%	14	3%	-12%	1%	i	12%	-8%
28	O=C(CNC(=O)c1cccs1)OCC(=O)c1ccccc1	2%	3%	-6	8%	-9%	-1%	i	13%	1%
29	CCCNC(=O)C1(C)CCCN(Cc2ccc(C#N)cc2)C1 (configuration not stated)	8%	21%	4	0%	3%	22%	i	.	.
30	CCCN(C(=O)c1ccc(OCC(C)C)cc1)c1c(N)n(Cc2ccccc2)c(=O)[nH]c1=O	9%	1%	-4	-11%	?	0%	i	11%	-59%[inhibitor]

In the list so far, 2 contain a thiophene ring, fused or not:
#	compound	ATXN2 expr inh	HT1080 IDH1KD tx	IL1B secr inh	KB-3-1 tox	KB-V1 cytotox	HT1080-NT tox	ATXN viability	MCF10A rereplic	SW480 rereplic
22	Cc1ccsc1/C=C(\C#N)C(=O)NCCCN1CCOCC1	.	1%	-18	17%	-20%	8%	i	2%	-4%
28	O=C(CNC(=O)c1cccs1)OCC(=O)c1ccccc1	2%	3%	-6	8%	-9%	-1%	i	13%	1%

New compounds follow.
#	compound	ATXN2 expr inh	HT1080 IDH1KD tx	IL1B secr inh	KB-3-1 tox	KB-V1 cytotox	HT1080-NT tox	ATXN viability	MCF10A rereplic	SW480 rereplic
31	Cc1c(CCO)c(=O)n(-c2ccccc2)n1S(=O)(=O)c1ccc([N+](=O)[O-])cc1	-15%	-2%	25	0%	31%	10%	i	19%	-4%
32	Cc1cccc(Cn2c(SCc3ccc(C(=O)N4CCC(C)CC4)cc3)nc3ccncc32)c1	?	.	.	23µM*	?	.	?	.	.
33	CCOc1ccc(OCC(=O)Nc2ccc(S(=O)(=O)Nc3cc(C)on3)cc2)cc1	8%	.	.	21%	22%	.	?	.	.
34	O=C(CSc1nc(N2CCOCC2)nc(N2CCOCC2)n1)Nc1cccc(C(F)(F)F)c1	-10%	-8%	i	-12%	-29%	-18%	i	5%	-3%
35	CSc1cccc(NC(=O)CSc2nc3ccccc3o2)c1	89%[activator]	29%	13	0%	-3%	0%	i	18%	-1%
36	COC(=O)c1c(C)oc(C)c1S(=O)(=O)NCc1ccco1	.	0%	1	-2%	7%	4%	i	-2%	-9%
37	COc1ccc(-c2cn3cc(C)ccc3n2)cc1OC	-11%	-9%	-14	-5%	6.5µM*	-9%	?	0%	-6%
38	NNC(=O)c1sccc1OCc1cccc(C(F)(F)F)c1	-14%	0%	-3	-12%	-3%	-6%	i	14%	?
39	Cc1ccn2c(c1)nc(=S)n2C(=O)c1ccccc1	1%	-5%	51	-9%	-20%	-1%	i	-32%[inhibitor]	-2%
40	Cc1ccc(-c2nn3c(C)nnc3c3ccccc23)cc1S(=O)(=O)N(C)CCO	25%	-1%	2	0%	0%	-2%	i	?	-7%
41	Cc1ccc(NS(=O)(=O)c2cc(C(=O)Nc3cccc([N+](=O)[O-])c3)ccc2C)cc1	-27%	?	-80*	-23%	15µM*	-9%	i	?	1%
42	O=C(CCc1nnc(Cc2c[nH]c3ccccc23)o1)NC(C1CC1)C1CC1	-22%	10%	20	-4%	-8%	-2%	i	-2%	4%
43	CCN(C(=O)CCc1nc(-c2ccccc2F)no1)c1cc(OC)ccc1OC	4%	2%	-12	-15%	?	12%	i	7%	-6%
44	O=C(CCN1CCN(C/C=C/c2ccccc2)CC1)Nc1ccc(Cl)cc1	-11%	2%	i	2%	?	1%	i	?	?
45	O=C(Nc1ccccn1)c1ccc2c(=O)n3c(nc2c1)CCCCC3	?	5%	-2	-8%	-5%	-3%	i	13%	1%
46	NC(=O)CCn1cnc2ccccc21	2%	-1%	0	16%	15%	9%	i	-2%	-136%[inhibitor]
47	O=C(NCC1CCCO1)c1ccc2c(=O)n(-c3ccccc3)c(=S)[nH]c2c1 (configuration not stated)	-4%	13%	14	18%	3%	17%	i	-3%	-1%
48	CC(C)(C)C1CCc2c(sc(NC(=O)c3ccccc3F)c2C(=O)N2CCCCC2)C1 (configuration not stated)	14%	.	.	1%	0%	.	i	.	.
49	CN1OC[C@@H]2CN(C(=O)CCc3ccccc3)[C@H](c3cccc(-c4ccccc4)c3)C[C@@H]21	-8%	-3%	0	0%	-17%	-4%	i	7%	?
50	CCOC(=O)NC(=S)Nc1cccc(C)n1	.	8%	-6	2%	4%	8%	?	.	.

Among those listed so far, these contain a Cl atom:
#	compound	ATXN2 expr inh	HT1080 IDH1KD tx	IL1B secr inh	KB-3-1 tox	KB-V1 cytotox	HT1080-NT tox	ATXN viability	MCF10A rereplic	SW480 rereplic
13	COc1ccc(-c2nc3ccc(Cl)cn3c2Cc2cccc(F)c2)cc1OC	-22%	?	0	0%	8%	?	.	.	.
16	Cc1nc(-c2ccc(C)c(S(=O)(=O)N3CCC(C(=O)NCc4ccc(Cl)cc4)CC3)c2)no1	-3%	.	.	0%	-7%	.	i	.	.
44	O=C(CCN1CCN(C/C=C/c2ccccc2)CC1)Nc1ccc(Cl)cc1	-11%	2%	i	2%	?	1%	i	?	?
